PDI inh – blocks human protein disulfide isomerase activity | PDI insulin aggregation turbidity, A650, 90 min | AID 588391 | actives 0.052% (n = 350,000) | inhibition, % at 10 µM;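 active = mean inhibition across replicates of 30% or more, whatever share of single replicates reach that level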;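 also: absorbance from insulin aggregation driven by PDI reduction with DTT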
MC4R ag barr – human MC4R agonism via beta-arrestin; U2OS MC4R beta-arrestin complementation, luminescence; percent of melanotan II response, DMSO zero; actives 0.98% (n = 360,000); P32245; activation, % at 8.9 µM;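 active = activation above a per-plate cutoff, the mean activation of sample wells on that plate plus 3 SD, cut at about 8% in these data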
ABHD5-PLIN5 inh – inhibitors of human ABHD5-perilipin-5 interaction. Q00G26+Q8WTS1. Split G. princeps luciferase complementation, luminescence, 4 h. inhibition, % at 4 µM. actives 0.78% (n = 360,000);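 active = inhibition above the mean inhibition across every tested compound plus 3 SD, cut at about 22% in these data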;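 also: 0% = DMSO only wells and the 100% control is not disclosed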
Exocytosis inh – lytic granule exocytosis inhibition | actives 0.66% (n = 360,000) | TALL-104 LAMP-1 surface exposure, flow cytometry; cells stimulated with thapsigargin and PMA | AID 651702 | inhibition, % at 10 µM;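 active = inhibition above about 55%, limit read from the data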
ABCB6 inh MLPCN – human ABCB6 transporter inhibition; AID 602162; Q9NP58; actives 0.19% (n = 360,000); fluorescence ratio to DMSO, % at 10 µM; K562-ABCB6 porphyrin accumulation, flow cytometry, 1 h; active compounds read low;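 active = fluorescence ratio to DMSO below 75%, the collection mean minus 3 SD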;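 also: signal is porphyrin accumulated inside mitochondria; 100% equals median channel fluorescence of DMSO control wells; lower ratio means ABCB6 inhibition with less porphyrin fluorescence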
Target sequence (Q9NP58 whole entry, looked up): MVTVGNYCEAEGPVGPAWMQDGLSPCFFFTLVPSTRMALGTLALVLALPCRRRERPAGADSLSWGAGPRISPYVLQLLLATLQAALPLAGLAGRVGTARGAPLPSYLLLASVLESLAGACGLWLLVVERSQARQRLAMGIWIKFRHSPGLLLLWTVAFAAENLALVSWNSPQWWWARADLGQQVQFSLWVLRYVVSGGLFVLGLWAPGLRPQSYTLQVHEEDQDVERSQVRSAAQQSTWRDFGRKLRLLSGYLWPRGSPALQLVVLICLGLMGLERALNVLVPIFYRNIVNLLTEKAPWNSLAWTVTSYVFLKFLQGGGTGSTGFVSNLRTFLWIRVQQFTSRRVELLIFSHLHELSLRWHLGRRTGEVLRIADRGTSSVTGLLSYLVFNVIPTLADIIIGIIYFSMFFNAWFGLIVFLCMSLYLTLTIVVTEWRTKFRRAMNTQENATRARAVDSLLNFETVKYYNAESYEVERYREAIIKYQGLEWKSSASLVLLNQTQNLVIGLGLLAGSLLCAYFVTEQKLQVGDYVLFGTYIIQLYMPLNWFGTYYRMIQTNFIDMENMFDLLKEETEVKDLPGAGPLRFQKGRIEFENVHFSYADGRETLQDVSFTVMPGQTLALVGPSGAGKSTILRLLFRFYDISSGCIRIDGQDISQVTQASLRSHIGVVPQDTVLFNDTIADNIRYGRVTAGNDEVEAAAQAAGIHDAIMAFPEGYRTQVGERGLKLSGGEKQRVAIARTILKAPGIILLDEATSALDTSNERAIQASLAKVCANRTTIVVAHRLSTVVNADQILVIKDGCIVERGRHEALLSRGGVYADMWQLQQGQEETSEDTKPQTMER
MC4R antag cAMP – blocks human MC4R cAMP signaling | MC4R-expressing cells, MTII-stimulated cAMP, LANCE TR-FRET | inhibition, % at 6.5 µM | actives 0.48% (n = 360,000) | AID 540295;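 active = inhibition above its plate's cutoff, the mean of tested wells on that plate plus 3 SD, cut at about 29% in these data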;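 also: 0% = Melanotan II alone and 100% = Melanotan II plus saturating MCL0020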
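material = U2OS cells stably expressing human melanocortin 4 receptor (MC4R) | also added = Melanotan II challenge | dosing = single nominal compound dose of 6.5 µM | detection = TR-FRET with Eu-cAMP and labeled anti-cAMP, 671 nm | replication = singlicate | timing = compound 30 min, challenge 1 h, detection 1 h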
Glyco luc inh – blocks N-linked glycosylation in D54 reporter cells. AID 588692. actives 0.23% (n = 360,000). D54 ERlucT glycosylation luciferase reporter, 24 h; percent of 100 nM tunicamycin response. reporter increase, % at 12.5 µM;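 active = mean luciferase reporter signal, scaled so untreated is 0 and the glycosylation-blocking control 100, at or above a set limit in every replicate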;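 also: luciferase carries N-glycosylation sites so blocking glycosylation raises the light; 0% = median of neutral control wells and 100% = median of 100 nM tunicamycin wells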
H9c2 protect – modulators protecting cardiomyocytes from myocardial damage. H9c2 cardiomyocytes, H2O2 injury protection, ATPLite, 2 h. protection from H2O2 cell death, % at 20 µM. actives 0.63% (n = 360,000);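 active = compounds giving at least 50% protection of heart cells from peroxide-induced death in the single-dose screen, raw or plate-pattern-corrected value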;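 also: 0% = DMSO wells with peroxide and 100% = DMSO wells without peroxide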
HTR2A ag – agonists of mouse serotonin 5-HT2A receptor (HTR2A); CHO-K1 mHTR2A beta-arrestin complementation, luminescence; percent of 30 µM serotonin response; activation, % at 7.6 µM; actives 0.66% (n = 360,000); AID 624169;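 active = activation above a run cutoff, the mean activation of all tested compounds plus 3 SD, cut at about 14% in these data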;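 also: 0% = plate median of compound wells and 100% = 30 µM serotonin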
CaV13 ICDI inh – Disruptors of the CACNA1D IQ motif to Ca2+-dependent inactivation inhibitor domain association, primary screening, Förster resonance energy transfer in intact living …. HEK cells, CFP/YFP FRET ICDI-IQ, plate reader, 10 min; percent FRET-ratio fall versus neutral wells. actives 0.098% (n = 340,000). inhibition, % at 12.3 µM;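 active = mean replicate inhibition of at least 30% and at least 1% of replicates passing that level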;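 also: 0% = median of the neutral control wells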
The depositor's hits bear a star; · = no result given. Outcome played no part in choosing rows (roughly 4.2% active in at least one column).

SMILES | PDI inh | MC4R ag barr | ABHD5-PLIN5 inh | Exocytosis inh | ABCB6 inh MLPCN | MC4R antag cAMP | Glyco luc inh | H9c2 protect | HTR2A ag | CaV13 ICDI inh
COC(=O)[C@@]12C[C@@H](CC(=O)NCCCN3CCCC3=O)C(=O)N(Cc3ccccc3)C1=CCC(C)(C)C2 | · | · | 8 | -3 | · | · | · | · | -3 | -8
O=S1(=O)CC(N2CCCCC2)CN1Cc1cn(Cc2cccc(Cl)c2)nn1 (centres undefined) | · | · | -4 | -10 | 97 | · | · | · | 4 | -4
COc1ccc(C(=O)N(CN2CCCC2=O)c2nccs2)cc1OC | -10 | -1.2 | 7 | 0 | 96 | -2 | 5 | 0 | 5 | -5
CCOC(=O)N1CCN(Cc2nc3ccc([N+](=O)[O-])cc3c(=O)n2-c2ccccc2F)CC1 | -20 | 0.3 | 1 | 0 | 91 | -1 | 8 | 14 | 8 | -3
O=C(NC1CC1)C1CCN(c2ncnc3c2sc2cccc(F)c23)CC1 | 1 | 1.3 | -3 | -5 | 104 | 10 | 6 | -19 | 2 | -8
CCCCN(CC)C(=O)Cc1cn(C)c2ccccc12 | -2 | 0.1 | 1 | -3 | 102 | 11 | 2 | 0 | 5 | -5
CC1(C)CC(=O)C2=C(C1)OC(N)=C(C#N)C2c1cn(-c2ccccc2)nc1-c1ccccc1 (centres undefined) | 5 | -0.3 | 2 | -1 | 102 | 7 | 7 | -8 | -1 | -3
COc1cc(OC)cc(C(=O)N2CCCc3ccccc32)c1 | -1 | -0.5 | -6 | 1 | 106 | 4 | -1 | -2 | 1 | -10
O=C1CCCc2cc3c(cc21)CC1(C3)Cc2cc3c(cc2C1)C(=O)CCC3 | -2 | -0.5 | -7 | -4 | 95 | -6 | 6 | -15 | 1 | -6
CCC(=O)c1ccc(OCC(=O)OCC(=O)Nc2ccc(C)c(S(=O)(=O)N3CCCCC3)c2)cc1 | -6 | -4.9 | 5 | 0 | 101 | 17 | 3 | -5 | -4 | -2
O=C(NC1CCCCCC1)C1CCC(=O)N(Cc2ccccc2F)C1 (centres undefined) | 10 | 2.3 | 4 | 3 | 101 | 5 | 0 | -2 | 9 | -6
O=C(Nc1cccc(O)c1)c1ccc(S(=O)(=O)N2CCCCCC2)cc1 | -5 | -4.6 | -9 | -1 | 99 | 2 | 2 | -4 | -1 | ·
CCN(Cc1ccccc1)Cc1ccc(OCc2ccccc2)cc1 | -3 | 2.1 | -8 | 39 | 100 | 12 | -4 | -15 | -5 | -3
CCOC(=O)CC(NC(=O)CCS(=O)(=O)c1ccc2c(c1)n(C)c(=O)c(=O)n2C)c1ccc(C)cc1 (centres undefined) | -4 | -0.9 | -1 | -2 | 98 | -2 | -1 | -3 | -4 | -2
CC(C)CCNC(=O)C1(c2cccs2)CCOCC1 | -1 | 2.8 | 11 | -2 | 106 | 3 | 1 | 6 | -5 | -4

The last 5 compounds of the section above open the next one.
SMILES | PDI inh | MC4R ag barr | ABHD5-PLIN5 inh | Exocytosis inh | ABCB6 inh MLPCN | MC4R antag cAMP | Glyco luc inh | H9c2 protect | HTR2A ag | CaV13 ICDI inh
O=C(NC1CCCCCC1)C1CCC(=O)N(Cc2ccccc2F)C1 (centres undefined) | 10 | 2.3 | 4 | 3 | 101 | 5 | 0 | -2 | 9 | -6
O=C(Nc1cccc(O)c1)c1ccc(S(=O)(=O)N2CCCCCC2)cc1 | -5 | -4.6 | -9 | -1 | 99 | 2 | 2 | -4 | -1 | ·
CCN(Cc1ccccc1)Cc1ccc(OCc2ccccc2)cc1 | -3 | 2.1 | -8 | 39 | 100 | 12 | -4 | -15 | -5 | -3
CCOC(=O)CC(NC(=O)CCS(=O)(=O)c1ccc2c(c1)n(C)c(=O)c(=O)n2C)c1ccc(C)cc1 (centres undefined) | -4 | -0.9 | -1 | -2 | 98 | -2 | -1 | -3 | -4 | -2
CC(C)CCNC(=O)C1(c2cccs2)CCOCC1 | -1 | 2.8 | 11 | -2 | 106 | 3 | 1 | 6 | -5 | -4
CCCCCCCCCCOC(=O)C[N+](C)(C)C/C=C(/C)Cl | 16 | 1.6 | 12 | 0 | 100 | 5 | -1 | -20 | 3 | -5
Cn1cccc1-c1nc2ccc(NC(=O)c3ccccc3)cc2[nH]1 | -18 | 3.9 | 2 | 3 | 99 | 10 | 4 | -11 | 0 | -1
c1cc2c(cc1Oc1nc(N3CCOCC3)nc(N3CCOCC3)n1)OCO2 | -12 | -0.3 | -5 | 0 | 95 | 9 | 0 | -1 | -3 | -5
COc1cccc(S(=O)(=O)NCc2ccc(C(=O)Nc3ccc(Cl)cc3)cc2)c1 | -3 | -0.7 | 2 | 7 | 94 | 19 | -9 | -8 | -2 | -2
CCOc1ccc(N2C(=O)CC(Sc3nc(O)c(CC)c(=O)[nH]3)C2=O)cc1 (centres undefined) | -1 | 2.5 | 1 | 0 | 104 | 8 | 2 | 0 | -1 | -5
Cc1cccc(N2CCN(C(=O)c3ccc4c(c3)OCCO4)CC2C)c1 (centres undefined) | -8 | -0.8 | -5 | -3 | 99 | 10 | 1 | 1 | -3 | -2
COc1cc(-c2nc(S(=O)(=O)c3ccc(Cl)cc3)c(N3CCOCC3)o2)cc(OC)c1OC | 9 | -2.1 | 3 | 3 | 99 | 8 | 1 | 8 | -2 | -8
CC(NC(=O)c1ccc(Br)cc1Br)c1ccccc1 (centres undefined) | 1 | 0.4 | -3 | 3 | 96 | 10 | -3 | 1 | 0 | -4
C[C@H](CO)N1C[C@H](C)[C@@H](CN(C)S(=O)(=O)c2ccc(F)cc2)Oc2ccc(NC(=O)C3CC3)cc2C1=O | 7 | 0.0 | -2 | 0 | 94 | 0 | 0 | 21 | -3 | -13
CN(C)c1nc(N2CCOCC2)nc(N(c2ccccc2)c2ccccc2)n1 | 3 | -1.6 | 2 | 3 | 101 | 11 | 2 | -6 | -2 | -5
C=CCN1C(=O)c2ccc(C(=O)N3CCN(S(=O)(=O)c4cc(C)ccc4C)CC3)cc2C1=O | 0 | 1.2 | 1 | -1 | 100 | 1 | 1 | 2 | -2 | -8
Cc1cccc(C)c1OCCN1CCCC1 | 1 | -0.4 | -12 | -6 | 93 | 7 | 1 | 1 | 6 | -20
C/C(=N\NC(=O)C1CCCC1)c1ccc(Cl)cc1 | -3 | -1.9 | -6 | 0 | 98 | -3 | 0 | 1 | -1 | -5
O=C(N1CCOCC1)C12CC3CC(C1)CC(C(=O)N1CCOCC1)(C3)C2 | 4 | 1.3 | 2 | 2 | 97 | 4 | 2 | -1 | 3 | -5
O=C(c1cc(C2CC2)nn1-c1ccccc1)N1CCN(c2ccccn2)CC1 | -18 | -2.3 | 13 | 4 | 101 | -1 | -1 | 14 | -7 | -6
COc1ccc(/C=C2\SC(N)=NC2=O)cc1Br | -11 | -1.0 | 6 | -7 | 95 | -6 | 2 | 1 | -3 | -6
C=CCC1(CC=C)CC(Cc2cnccn2)N(C(=O)OC(C)(C)C)C1 (centres undefined) | -2 | 1.9 | -4 | -3 | 91 | -8 | 0 | -4 | -1 | -6
Cc1ccccc1OCC(O)CN1CCN(CC(O)COc2ccccc2C)CC1 (centres undefined) | -2 | -1.2 | 4 | -1 | 89 | 10 | 0 | 6 | -9 | 4
COCCn1c(SCC(=O)NC2CCCCC2)nnc1-c1ccco1 | 4 | 0.0 | -3 | 0 | 96 | 3 | 2 | 1 | 0 | -4
CS(=O)(=O)NC1c2cccc3cccc(c23)C1Sc1nncn1/N=C/c1ccco1 (centres undefined) | 0 | -3.5 | -1 | 1 | 94 | 12 | 1 | 7 | 2 | ·
O=C(CN1C(=O)NC2(CCc3ccccc32)C1=O)NCCc1ccccc1 (centres undefined) | -3 | -0.2 | 2 | -2 | 100 | -3 | -1 | 3 | -3 | -3
CCCCn1c(N)c(N(CCC(C)C)C(=O)COC(=O)/C=C/c2ccc(F)cc2)c(=O)[nH]c1=O | -8 | 0.4 | -6 | -4 | 99 | -5 | 0 | -5 | 8 | -3
Cc1ccc(NC(=S)NC2CCCC2)c(C)c1 | -5 | 0.7 | -12 | -2 | 102 | 16 | -1 | -1 | 0 | 7
Cc1ccc(S(=O)(=O)NCc2ccccc2C)cc1 | -3 | 0.3 | 2 | 1 | 97 | 0 | -3 | -6 | 0 | -5
CCOc1ccc(NCc2cccn2-c2nnc(N3CCC(C(=O)NCCCN4CC(C)CC(C)C4)CC3)s2)cc1 (centres undefined) | 5 | 4.2 | 9 | 18 | 103 | -1 | 0 | -2 | -5 | -16
O=C(O)c1ccc(NC2=C/C(=N/S(=O)(=O)c3cccs3)c3ccccc3C2=O)cc1 | -12 | -3.5 | -12 | 35 | 100 | -10 | 3 | -19 | -5 | -6
NS(=O)(=O)c1ccc(N2CCN(CCOc3ccc(Cl)cc3)CC2)nc1 | 9 | 2.0 | 3 | 2 | 89 | 6 | -3 | -8 | -2 | -6
Cc1cc(/C=C(\C#N)C(=O)NCCc2c[nH]c3ccccc23)c(C)n1C | 10 | -3.9 | 7 | -1 | 106 | -3 | 0 | 9 | -3 | -20
CCOC(=O)N1CCC(NC(=O)c2ccc(CS(=O)(=O)c3ccc(OC)cc3)o2)CC1 | · | 0.6 | 5 | 10 | 97 | 5 | -2 | -8 | 5 | 9
CC1(C)NC(C)(C)C(O)(C(N)=O)C1=O (centres undefined) | 7 | -2.3 | -1 | -1 | 98 | 1 | 0 | 10 | 3 | ·
O=C(COC(=O)CCc1ccc(S(=O)(=O)N2CCCCC2)cc1)Nc1ccc2c(c1)OCO2 | -2 | -0.2 | -1 | 11 | 107 | 4 | -1 | -2 | -3 | ·
CCN(c1ccccc1)S(=O)(=O)c1ccc(N2CCN(c3ccc(O)cc3)CC2)nc1 | 2 | 5.2 | -4 | 4 | 98 | 9 | -2 | -10 | -12 | -7
CCOC(=O)C1=C[C@@H](C(C)(C)C)N(S(=O)(=O)c2ccc(C)cc2)[C@H]1c1ccccc1 | · | · | -1 | -4 | 87 | · | -5 | -8 | -1 | -6
O=C(Nc1c(-c2ccc3c(c2)OCO3)[nH][nH]c1=O)c1cccc(C(F)(F)F)c1 | · | · | -69 | 5 | 102 | · | -2 | 0 | 1 | -4
O=C(O)CSc1nc(C(F)(F)F)cc(=O)n1-c1ccccc1 | 6 | -0.2 | -3 | -2 | 93 | 3 | 0 | 1 | 17* | -3
COc1ccc(NC(=O)CN2C(=O)NC(C)(C3CCCCC3)C2=O)c(OC)c1 (centres undefined) | -9 | -3.0 | -4 | 3 | 98 | 3 | 1 | -2 | -3 | -2
O=C(NN=Cc1cccc2ccccc12)C(=O)NN=Cc1cccc2ccccc12 | -9 | -0.4 | 2 | -1 | 96 | -1 | 4 | 16 | 3 | -3
O=C(NCCCn1ccnc1)/C(=C\c1ccccc1F)NC(=O)c1ccccc1 | 1 | -0.5 | -14 | -4 | 88 | -2 | 2 | -1 | -6 | -8
O=C(CN1CCOCC1)Nc1nc2cc([N+](=O)[O-])ccc2s1 | 0 | 0.5 | 10 | 8 | 104 | 4 | 2 | 3 | 4 | -6

High-throughput results from PubChem BioAssay.
